Source: PubChem (National Center for Advancing Translational Sciences (NCATS))
HCMV antiviral: blocks human cytomegalovirus replication; HFF cells, HCMV-luciferase reporter, 72 h; active compounds read low; activity change, negative = inhibition, % at 57.5 µM; 4.5% of 410,000 active; in the data active = activity change below about -60%; inconclusive = no clear call, values can overlap the other calls; inactive = above about -39%
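Two-dose cell screen: HFF monolayers treated with compounds and infected with luciferase-expressing HCMV at 1 PFU/cell, 72 h at 37C, then lysed for luciferase measurement.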
HCV inh: blocks hepatitis C virus; Huh7.5.1 HCVcc-Cre infection, luciferase reporter, 44 h; Potency, µM (highest dose often 41.8 µM), for the others: top-dose activity change, negative = inhibition, most hits filed as inhibitors; 3.4% of 340,000 active; AID 651820; note: potency is the fitted concentration of half-maximal effect
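Seed cells (1,000/well) for 4 h; treat with compound and infect with HCVcc-Cre, moi about 0.5. Incubate 44 h, then detect luciferase activity.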
Giardia FBPA inh: inhibitors of Giardia lamblia fructose-1,6-bisphosphate aldolase | A8B2U2 | purified Giardia FBPA | Potency, µM (top dose mostly 59.6 µM), without a hit: at the highest dose activity, negative = inhibition, usual class: inhibitors | 0.71% of 290,000 active; note: potency is the fitted concentration of half-maximal effect; nearly all actives have a fitted effect of over 55% in size
Target sequence (A8B2U2 whole entry, looked up): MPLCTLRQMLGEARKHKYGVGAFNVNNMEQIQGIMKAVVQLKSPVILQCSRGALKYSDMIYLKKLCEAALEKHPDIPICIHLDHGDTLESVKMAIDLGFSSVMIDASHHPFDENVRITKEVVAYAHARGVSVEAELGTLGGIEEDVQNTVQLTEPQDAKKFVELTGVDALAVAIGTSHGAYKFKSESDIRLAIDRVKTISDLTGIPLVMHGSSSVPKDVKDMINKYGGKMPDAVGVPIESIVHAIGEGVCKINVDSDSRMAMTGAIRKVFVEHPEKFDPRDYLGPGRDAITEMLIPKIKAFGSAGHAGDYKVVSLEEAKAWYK
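Giardia FBPA (40 nM reagent) was preincubated 10 min at RT with compound (up to 57.5 uM final), then substrate plus GAPDH/TPI/NAD/arsenate coupling system with diaphorase/resazurin was added; resorufin fluorescence (525/598 nm) was read after 20 min.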
AmpC inh detg: blocks E. coli AmpC beta-lactamase in detergent assay; P00811; AmpC hydrolysis of nitrocefin, absorbance 480 nm, 0.01% Triton; Potency, µM (doses to about 114 µM), without a hit: at the top dose activity change, negative = inhibition, actives largely listed as inhibitors; 0.041% of 370,000 active;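 note: potency is the fitted concentration of half-maximal effect; 0% = no-compound wells and -100% = no-enzyme wells; nearly all actives have a fitted effect of over 25% in size; some results filed as inactive show a strong effect at the top dose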
Target sequence (P00811 whole entry, looked up): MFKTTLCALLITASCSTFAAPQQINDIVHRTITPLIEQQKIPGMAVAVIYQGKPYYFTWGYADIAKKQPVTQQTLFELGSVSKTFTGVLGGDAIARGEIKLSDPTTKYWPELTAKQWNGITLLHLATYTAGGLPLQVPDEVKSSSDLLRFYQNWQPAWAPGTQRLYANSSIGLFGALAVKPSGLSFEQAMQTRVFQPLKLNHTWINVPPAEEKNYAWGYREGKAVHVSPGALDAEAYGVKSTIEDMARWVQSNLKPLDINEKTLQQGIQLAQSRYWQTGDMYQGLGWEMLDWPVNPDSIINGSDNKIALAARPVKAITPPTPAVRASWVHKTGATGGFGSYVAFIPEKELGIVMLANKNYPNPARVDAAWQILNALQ
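AmpC (5.3 nM in the dispensed reagent) in 20 mM phosphate pH 7.0 with 0.01% (detergent screen) or 0.0001% Triton X-100 was preincubated with compounds for 15 min at room temperature. Nitrocefin was then added from an 800 uM solution, and hydrolysis was followed at 480 nm.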
AmpC no deterg: blocks E. coli AmpC beta-lactamase in detergent-free assay; P00811; AmpC nitrocefin hydrolysis, absorbance 480 nm, 0.0001% Triton; Potency, µM (series often up to 57.1 µM), for the others: at the top dose activity change, negative = inhibition, most hits filed as inhibitors; 0.52% of 330,000 active; AID 485341;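 note: potency is the fitted concentration of half-maximal effect; plate controls were no compound for no effect and no enzyme for full effect; nearly all actives have a fitted effect of over 20% in size; some results filed as inactive show a strong effect at the top dose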
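AmpC (5.3 nM in the dispensed reagent) in 20 mM phosphate pH 7.0 with 0.01% (detergent screen) or 0.0001% Triton X-100 was preincubated with compounds for 15 min at room temperature. Nitrocefin was then added from an 800 uM solution, and hydrolysis was followed at 480 nm.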
Sm TGR block: blocks Schistosoma mansoni thioredoxin glutathione reductase | AID 485364 | Potency, µM (titrated, usually from 114 µM), inactives show at the top dose activity change, negative = inhibition, hits mostly inhibitors | purified TGR, DTNB reduction, TNB absorbance 405 nm | 3% of 360,000 active | Q962Y6; note: potency is the fitted concentration of half-maximal effect; nearly all actives have a fitted effect of over 60% in size
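Kinetic colorimetric format: TGR-catalysed, NADPH-driven DTNB reduction monitored via TNB absorbance. Enzyme dispensed at 20 nM; compound exposure 15 min at room temperature before reaction start.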
Starred values were filed as active, the others as inactive; ? = inconclusive; / = no result given; & = joins results of further samples; [ ] = remark or other dose. Unless noted, calls come from the whole dose curve; as a rule, active = well fitted curve in the direction sought with a large enough effect; inconclusive = small, poorly fitted or top-dose-only effect, or another doubt; inactive = no such curve, though single readings can be large; an effect the other way counts as inactive or inconclusive. Unless noted, % is set by controls: 0 for no effect and ±100 for the full control effect.

Compound	HCMV antiviral	HCV inh	Giardia FBPA inh	AmpC inh detg	AmpC no deterg	Sm TGR block
CC(C)CCNC(=O)CSc1nnc(-c2ccc(S(=O)(=O)N3CCCC3)cc2)n1C	-4.8	15.7%	3.7%	3.6%	-3.6%	-2.9%
CCN(CC)S(=O)(=O)c1ccc2oc(C(=O)N3CCOCC3)c(C)c2c1	-9.5	-9.3%&-14.4%	4.4%	-6.7%	32.8%	7.2%
O=C(CSc1nc2c(c(=O)[nH]1)CCCC2)Nc1ccc(Br)cc1	-7.5	/	/	-1.8%	/	5.6%
COc1ccc(NC(=O)c2ccc3c(SCC(=O)O)c4c(nc3c2)CCCC4)cc1OC	3.1	/	/	20.0%	/	5.8%
CC1CC(C)CN(S(=O)(=O)c2ccccc2[N+](=O)[O-])C1 (configuration not stated)	-72.2*	5.4%	-2.6%	-12.8%	-10.5%	4.3%
O=C(CSc1nnc(-c2ccccc2Cl)o1)N1CCOCC1	142.9	9.0%	5.7%	-3.2%	-3.3%	0.6%
Cc1ccc(S(=O)(=O)N2CCCCC2)cc1C(=O)Nc1ccccn1	30.9	7.8%	/	2.0%	-17.1%	-6.3%
CN1CCCC(CN2c3ccccc3Sc3ccccc32)C1 (configuration not stated)	22.2	?	3.5%	-7.5%	23.5%	-2.0%
COc1ccc(OC)c(NC(=O)Cn2cnc3c(oc4ccccc43)c2=O)c1	40.2	/	/	23.0%	/	5.7%
CCOc1ccccc1N(C(=O)c1snc(C(N)=O)c1N)C(C(=O)NC1CCCC1)c1cccs1 (configuration not stated)	-2.4	?	-1.3%	-11.4%	14.7%	-5.9%
CC(C)COP(=O)(CNC(=O)CN1C(=O)c2ccccc2S1(=O)=O)OCC(C)C	-28.2	1.1%	4.2%	-11.3%	29.0%	1.8%
C=CCN1CN(S(=O)(=O)c2cccs2)c2nc3ccccc3nc21	-10.0	-13.8%	-29.6%	-10.6%	-39.2%	32.2%
O=C(NCCc1ccccc1)C1CCC(CNS(=O)(=O)c2cccs2)CC1 (configuration not stated)	-26.8	7.2%	4.9%	-5.1%	-18.3%	-7.4%
Cc1ccc(SCC(=O)NC(=O)NCc2ccco2)c(C)c1	-37.2	-3.8%	-12.4%	-1.4%	-28.3%	-29.6%
Cc1cccc(C2NC(c3cccc(C)c3)C([N+](=O)[O-])C(C)(C)C2[N+](=O)[O-])c1 (configuration not stated)	?	-1.1%	-2.4%	-1.5%	-22.5%	-1.9%
CC(=O)c1cc(-c2ccccc2)n(CCC(=O)NCCc2ccccc2)c1C	?	/	/	7.4%	/	0.5%
CCOC(=O)c1ccc2c(c1)N(CC(=O)Nc1cc(F)ccc1F)C(=O)c1ccccc1S2	-6.7	/	/	1.3%	/	-6.4%
CCN1C(=NCCCCO)N[C@@H](c2cccc(C(F)(F)F)c2)C(C(=O)OC)=C1C	48.8	-8.9%	-14.2%&-3.4%	?	6.6%&8.0%	-20.5%&0.6%
CCC(Oc1ccc(F)cc1)C(=O)Nc1cc(-c2ccc(C)cc2)no1 (configuration not stated)	31.9	/	/	25.1%	/	7.7%
Cc1ccccc1N1CCN(C2=NC(=O)/C(=C/c3cn[nH]c3-c3ccccc3)S2)CC1	29.2	15.4%	4.4%	-1.6%	-21.3%	-14.4%
COc1ccccc1-c1cc(C(=O)N2CCOCC2)no1	46.5	-15.6%	2.3%	0.7%	-7.9%	1.1%
O=C(O)CC12CC3CC(C1)CC(n1ncc(N4CCC5(CC4)OCCO5)c(Cl)c1=O)(C3)C2	0.0	10.1%	-2.9%	-4.7%	-15.2%	-16.3%
O=C(CC(c1ccccc1)C1CCCCC1=O)c1ccco1 (configuration not stated)	-1.6	?	3.9%	-3.0%	-12.9%	?
CC(=O)Oc1cc2c(cc1Cl)C(c1cccs1)CC1(CC(C)(C)NC(=S)N1)O2 (configuration not stated)	-10.4	?	0.8%	3.7%	-26.4%	14.5%
COc1ccc(C(=O)c2ccccc2)c(OCC(=O)NC2CC2)c1	?	-16.6%	1.6%	-3.1%	43.6%	-11.2%
O=C(OCCOCCN=C1NS(=O)(=O)c2ccccc21)C1CC(=O)N(c2ccccc2)C1 (configuration not stated)	-34.3	0.1%	1.7%	2.3%	-11.7%	1.1%
Cc1nc(SCC(=O)N(CC(C)C)C2CCS(=O)(=O)C2)c2c(C)c(C)sc2n1 (configuration not stated)	?	-23.4%	/	2.0%	171.5%[activator]	-13.2%
Cc1nnc(SC(C)C)n(N)c1=O	-17.7	15.0%	-4.8%	-4.4%	-18.1%	-10.2%
Cc1ccc(-c2nn(CCC(=O)O)cc2/C=C\C(=O)c2ccc(Br)cc2)cc1	-23.8	18.2%	12.3%	1.2%	137.6%[activator]	/
COc1ccc(-c2csc(Cc3nc(O)cs3)n2)cc1	?	?	-15.4%	0.1%	?	-9.3%
CCOC(=O)C1=C(CNCc2ccc(C)cc2)NC(=O)NC1c1cc(C)ccc1C (configuration not stated)	-7.4	2.9%	-2.2%	?	21.7%	-1.2%
CCOC(=O)C(NC(C)=O)(Nc1ccc(S(=O)(=O)Nc2cc(C)nc(C)n2)cc1)C(F)(F)F (configuration not stated)	26.2	2.2%	12.3%	-13.5%	-12.9%	0.0%
CC(C)(C)OC(=O)N1CCC(NC(=O)c2nc[nH]c2C(=O)NCC(=O)OCc2ccccc2)CC1	-25.9	-8.5%	-13.1%	-5.8%	125.3%[activator]	-12.7%
CCNC(=O)N1CCN(C(=O)NCC)CC1	101.1	10.3%	-1.3%	-11.5%	-6.0%	6.5%
Cc1noc(C)c1S(=O)(=O)N1CCCC(C(=O)Nc2ccc(C(C)C)cc2)C1 (configuration not stated)	28.0	/	/	2.0%	/	11.4%
COc1cccc(C(=O)NCCSCc2ccccc2Cl)c1	62.2	?	3.1%	-13.9%	-32.7%	0.9%
CCc1n[nH]c(=O)n1Cn1c(CC)n[nH]c1=O	20.6	21.1%	4.7%	0.3%	-12.4%	1.2%
CCn1c2ccccc2c2cc(/C=N/NC(=O)c3ccccc3C)ccc21	-23.1	5.62µM*	1.7%	-1.9%	-22.7%	4.1%
O=C1NCCN1Cc1ccc(F)cc1	3.0	2.6%	3.7%	?	-10.3%	-6.8%
COc1cccc(/C(O)=C2/C(=O)C(=O)N(CCN3CCOCC3)C2c2cccnc2)c1 (configuration not stated)	-20.6	20.4%	-5.2%	3.2%	-5.1%	22.4µM*
O=C(O)/C=C/c1cccc(NC(=O)c2ccc(Cl)cc2)c1	-14.5	9.8%	0.5%	-2.6%	-27.4%	11.9%
Cc1oc2cc3oc(=O)c(CC(=O)N[C@H](C(=O)N[C@@H](C(=O)O)c4ccccc4)C(C)C)c(C)c3cc2c1C	4.0	3.3%	6.9%	?	5.4%	-12.7%
Cc1ccc(NC(=O)CSc2ncn[nH]2)cc1C	8.4	/	/	-2.6%	/	0.1%
Cc1ccc(OCC(=O)N2CCc3ccccc3C2)c(C)c1	43.5	?	-0.5%	-4.2%	-10.9%	10.7%
O=C(CCc1nnc(CCCCc2ccccc2)o1)NCCN1CCOC1=O	7.8	-4.8%	-7.6%	0.6%	-3.7%	0.9%
Cc1nn(-c2ccccc2)c(C)c1NC(=O)COC(=O)Cc1ccccc1F	10.6	-5.9%	/	-9.6%	-11.2%	5.1%
Cc1onc(-c2ccccc2)c1C(=O)N1CCCc2ccccc21	-1.7	4.1%	-10.7%	?	7.5%	-6.9%
O=c1[nH]cnc(O)c1C(c1ccc2c(c1)OCO2)c1c(O)nc[nH]c1=O	-27.9	?	-4.0%	-13.0%	-10.6%	?

Whole records from above. Screens in order: HCMV antiviral | HCV inh | Giardia FBPA inh | AmpC inh detg | AmpC no deterg | Sm TGR block
`Cc1ccc(NC(=O)CSc2ncn[nH]2)cc1C` is listed with 8.4 | / | / | -2.6% | / | 0.1%
`Cc1ccc(OCC(=O)N2CCc3ccccc3C2)c(C)c1` is listed with 43.5 | ? | -0.5% | -4.2% | -10.9% | 10.7%
`Cc1oc2cc3oc(=O)c(CC(=O)N[C@H](C(=O)N[C@@H](C(=O)O)c4ccccc4)C(C)C)c(C)c3cc2c1C` is listed with 4.0 | 3.3% | 6.9% | ? | 5.4% | -12.7%
`CCn1c2ccccc2c2cc(/C=N/NC(=O)c3ccccc3C)ccc21` is listed with -23.1 | 5.62µM* | 1.7% | -1.9% | -22.7% | 4.1%
`COc1cccc(/C(O)=C2/C(=O)C(=O)N(CCN3CCOCC3)C2c2cccnc2)c1` (configuration not stated) is listed with -20.6 | 20.4% | -5.2% | 3.2% | -5.1% | 22.4µM*

The list continues.
Compound	HCMV antiviral	HCV inh	Giardia FBPA inh	AmpC inh detg	AmpC no deterg	Sm TGR block
CC(NC(=O)c1c2c(nc3ccccc13)C(=O)N(C1CCCCC1)C2)c1ccccc1 (configuration not stated)	11.0	/	/	17.5%	/	-0.3%
COc1cc(NC(=O)COC(C)=O)cc(OC)c1OC	-22.4	9.0%	4.2%	4.5%	-13.6%	-5.3%
Cc1ccc(S(=O)(=O)N2C(=O)CCC2C(=O)NCc2ccco2)cc1 (configuration not stated)	-4.6	6.9%	3.9%	1.1%	-9.3%	-31.2%
COc1ccccc1N(C)S(=O)(=O)c1ccc(C(=O)Nc2nccs2)cc1	?	11.2µM*	/	-0.4%	-30.9%	-0.4%
CC(=O)c1cccc(S(=O)(=O)N2CCC(n3nnc4cc(F)ccc43)CC2)c1	-4.8	0.1%&-23.9%	0.9%	2.8%	-18.9%	-8.1%
Cc1ccc(-n2ncc(C(=O)NCCc3ccccc3)c2C2CCN(C(=O)OC(C)(C)C)CC2)c(C)c1	33.2	/	/	1.8%	/	2.7%
COc1ccc2nc(N(Cc3cccnc3)C(=O)C3COc4ccccc4O3)sc2c1 (configuration not stated)	85.8	/	/	2.2%	/	-2.0%
N#C/C(=C/c1ccc(-c2ccc(Br)cc2)o1)C(=O)NC1CCCCC1	?	14.1µM*	3.5%	-12.2%	-23.9%	-4.0%
Cn1c(N)cc(=O)n(Cc2ccccc2)c1=O	2.8	5.2%	1.6%&-1.4%	-14.0%	-23.6%	-0.3%
C[C@@H](CO)NC(=O)c1ccc2c3n(nc2c1)-c1ccccc1CO3	103.1	-8.3%	0.4%	-5.0%	18.2%	13.4%
C=CCOc1ccc(/C=C/C(=O)N2CCCN(S(=O)(=O)c3c(C)noc3C)CC2)cc1	?	?	/	-18.5%	112.0%[activator]	-11.1%

Rows are unselected; about 9.9% have a hit in one of these screens.
